High-throughput results deposited in PubChem BioAssay by several laboratories.
NTR1 ag = agonists of NTR1, primary screen, imaging, U2OS cells, beta-arrestin-GFP, high content (AID 493036) | P30989 | actives 0.17% (n = 330,000) | activation, % at 20 µM | NTR1-U2OS beta-arrestin-GFP spot imaging, agonist mode;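 active means activation at or above 40% of the spot to cytoplasm intensity ratio, with at least 20 cells analyzed; inconclusive means wells under 20 cells, flagged as cytotoxic or low count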;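 further: 0% = DMSO without peptide and 100% = 100 nM NTR1 peptide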
Target sequence (P30989 whole entry, looked up): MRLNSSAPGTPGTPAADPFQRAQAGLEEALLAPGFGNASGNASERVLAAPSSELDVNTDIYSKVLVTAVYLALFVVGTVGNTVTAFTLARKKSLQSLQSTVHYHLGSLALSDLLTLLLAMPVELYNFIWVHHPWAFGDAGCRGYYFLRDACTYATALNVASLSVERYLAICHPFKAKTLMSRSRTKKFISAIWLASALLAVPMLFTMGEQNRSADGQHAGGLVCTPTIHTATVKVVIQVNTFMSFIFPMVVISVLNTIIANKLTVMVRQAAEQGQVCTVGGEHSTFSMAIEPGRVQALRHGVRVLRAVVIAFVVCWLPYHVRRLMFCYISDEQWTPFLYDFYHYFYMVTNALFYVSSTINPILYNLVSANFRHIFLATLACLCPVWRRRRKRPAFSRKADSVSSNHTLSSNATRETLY
Autophagy mod = autophagy modulation, high-content screen. MEF GFP-LC3 puncta imaging; test concentration mostly 10 µM. AID 463193. actives 0.98% (n = 190,000). calls only at 10 µM (by protocol);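 active means percentage of spot-positive cells more than 3 SD above its plate mean, without a fluorescence outlier flag or 80% toxicity; inconclusive means no clear call, values can overlap the other calls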;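 further: spot-positive cell cutoff set from DMSO-treated cells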
WT yeast gro inh = growth inhibition of WT yeast, mitochondrial fusion screen; mitochondrial fusion phenotypic screen, WT strain; actives 2.1% (n = 190,000); inhibition, % at 10 µM; in the data active means inhibition above about 58%; tested in S. cerevisiae
RSV CPE inhibition = RSV antiviral activity via CPE protection, HEp-2 cells, primary 10 µM value included (AID 2391). HEp-2 cells, RSV-induced CPE inhibition; higher % means a stronger effect. one-dose CPE inhibition, % at 10 µM; IC50 in µM for titrated hits. actives 0.13% (n = 310,000); in the data active means a potency from the dose series; inconclusive means CPE inhibition mostly from about 23% at the one dose, without a potency; inactive means the rest, 99 in 100 with CPE inhibition below about 21%; further: strong numbers were not always called active
K1F lysis inhibition = inhibition of K1F phage lysis, E. coli UTI89, bacterial capsule biogenesis inhibitors, alamar blue (AID 488966); E. coli UTI89 K1F phage lysis, alamar blue, 2 h; higher % means a stronger effect; inhibition, % at 100 µM; hits with a dose series show IC50 in µM; actives 0.02% (n = 340,000);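 active means phage lysis inhibition, versus mean bacterial control, above a set limit; inconclusive means no clear call, values can overlap the other calls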;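 further: capsule biogenesis inhibitors block K1F phage lysis so surviving cells raise fluorescence; higher fluorescence means more inhibition of phage lysis; actives were called in the ten point dose series up to 300 µM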
Dengue-2 NS5 capping = flavivirus cap methylation enzyme inhibition – biochemical, confirmation dose response, primary screen (AID 588689). Dengue-2 NS5 methyltransferase capping enzyme assay, biochemical; higher % means a stronger effect. inhibition, % at 25 µM, or IC50 in µM where a hit was titrated. actives 0.3% (n = 340,000); in the data active means a potency from the dose series; inconclusive means inhibition above about 29% without an active follow-up result
LYP inhibition = PTPN22 lymphoid phosphatase activity blockers – biochemical, fluorescence intensity, uHTS (AID 1779). recombinant LYP phosphatase, fluorescence intensity; higher % means a stronger effect. inhibition, % at 11.5 µM, or IC50 in µM where a hit was titrated. actives 0.054% (n = 290,000); in the data active means inhibition above about 50%;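 further: plate controls were vehicle with enzyme for no effect and no enzyme for full effect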
GPR35 arrestin U2OS = inhibition of zaprinast-stimulated GPR35 beta-arrestin translocation – imaging, U2OS, beta-arrestin-GFP, zaprinast agonist, primary screen (AID 2058); actives 0.052% (n = 290,000); U2OS GPR35 beta-arrestin-GFP translocation imaging, zaprinast antagonism; higher % means a stronger effect; inhibition, % at 10 µM, or IC50 in µM where a hit was titrated;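 active means inhibition of at least 50% with at least 30 cells and total cytoplasm GFP at most 10,000,000; inconclusive means under 30 cells or total GFP of 10,000,000 plus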
AID2073 = inhibitors of Mint1-CaV2.2 protein interaction, biochemical, HTRF (AID 2073); HTRF protein-protein interaction, Mint1-CaV2.2; higher % means a stronger effect; inhibition, % at 20 µM; hits with a dose series show IC50 in µM; actives 0.19% (n = 290,000); in the data active means inhibition mostly above about 51%, no sharp cut-off; inconclusive means no clear call, values can overlap the other calls; inactive means mostly below about 53%; further: some results filed as inactive read as strong as hits
WT yeast gro inh mutant strain = recorded beside WT yeast gro inh, whose call it bears; inhibition, %; mitochondrial fusion phenotypic screen, mutant strain inhibition
Autophagy mod cell loss 18 h = recorded beside Autophagy mod, whose call it bears; toxicity, %; measured here: cell loss, nuclei count;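 cell loss after 18 h compound exposure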
NTR1 ag cell count 20 µM = further read-out of NTR1 ag, marked with its call; cell count; measured here: cell count, cytotoxicity flag
Dengue-2 NS5 capping pilot replicate = recorded beside Dengue-2 NS5 capping, whose call it bears; inhibition, %; measured here: pilot screen replicate inhibition
An asterisk follows results filed as active; i = inactive; ? = inconclusive; · = no result given; [ ] = another dose, or the depositor's remark.

SMILES	NTR1 ag	NTR1 ag cell count 20 µM	Autophagy mod	Autophagy mod cell loss 18 h	WT yeast gro inh	WT yeast gro inh mutant strain	RSV CPE inhibition	K1F lysis inhibition	Dengue-2 NS5 capping	LYP inhibition	GPR35 arrestin U2OS	AID2073	others
O=C(Nc1ccc(N2CCOCC2)cc1)c1ccc(-c2ccccc2[N+](=O)[O-])o1	4.3	64	i	-1.8	8.3	2.0	-0.9%	0.5%	-4.4%	-5.4%	10.2%	21.0%
CCn1c(=O)c2cc(C(=O)NCC(OC)OC)sc2c2ccccc21	3.7	76	·	·	·	·	0.8%	0.3%	-3.2%	-6.7%	15.9%	25.7%
Cn1cnnc1SCC(=O)Nc1sccc1C#N	0.3	62	i	11.8	11.6	-3.2	0.1%	0.8%	-2.8%	-4.2%	-15.6%	2.2%
CCc1nnc(NC(=O)c2cccc(S(=O)(=O)N3CCCCC3)c2)s1	-0.8	58	·	·	·	·	2.5%	0.2%	1.3%	1.4%	-6.7%	16.4%
COc1ccc(Cl)cc1NC(=O)C(C)Sc1nnc(C2CC2)n1C1CC1 (stereo not given)	-2.1	47	·	·	·	·	1.3%	0.0%[50 µM]	0.0%	·	·	·
Nc1nc(N)nc(-c2ccccc2O)n1	0.8	40	i	-29.7	-22.1	-6.1	5.2%	-0.1%	-7.8%	-5.8%	8.0%	5.9%
COc1cc(CN2CCC(CO)(CCOc3ccccc3)CC2)cc(OC)c1	0.1	56	·	·	·	·	-3.0%	0.5%	-8.5%	-3.9%	7.0%	-10.8%
Cc1sc2ncnc(Nc3ccccc3)c2c1C	0.6	47	i	3.0	-2.6	-2.0	6.1%	1.0%	-1.5%	-2.1%	-4.6%	6.4%
CCS(=O)c1ccccc1C(=O)O (stereo not given)	-0.6	80	i	65.9	8.2	14.9	0.4%	0.3%	-0.8%	-5.0%	15.2%	-0.7%
COc1ccc(C(=O)C2CCCN(C(=O)c3cnsn3)C2)c(C)c1 (stereo not given)	-1.0	45	·	·	·	·	0.3%	0.2%	3.8%	-6.2%	2.6%	3.8%
CCOc1ccc(N2CC(C(=O)NCc3ccccn3)CC2=O)cc1 (stereo not given)	0.5	68	·	·	·	·	1.8%	-0.4%	-9.5%	-5.8%	-6.2%	-1.8%
O=C(c1ccccc1F)N1CCCc2ccccc21	-1.0	62	·	·	·	·	5.5%	-0.9%	-5.0%	-7.8%	7.8%	6.2%
COc1ccc(/C=N/NS(=O)(=O)c2ccc(F)cc2)cc1COc1cc(F)ccc1[N+](=O)[O-]	5.5	24	i	4.2	-1.6	3.9	18.1%	-0.4%	-0.7%	-2.0%	6.9%	33.0%
COc1cc(NC(=O)CSc2nc3ccccc3n2-c2ccccc2)c(C)cc1[N+](=O)[O-]	2.6	51	i	-10.3	3.7	-12.8	3.0%	-1.3%	-8.7%	14.1%	-2.7%	11.6%
COc1ccc(C(=O)OCC(=O)NC2CC2)cc1S(=O)(=O)N(C)Cc1ccccc1	-1.3	71	·	·	·	·	1.4%	2.0%[50 µM]	-1.4%	·	·	·
COc1ccc(C2CC(=O)C3=C(C2)Nc2ncnn2C3c2ccccc2)cc1 (stereo not given)	-0.3	56	i	2.6	14.8	10.0	0.1%	0.7%	-2.8%	-3.8%	1.7%	-1.7%
CCC(=O)NC(c1ccc(OC)cc1)c1cc(Cl)c2cccnc2c1O (stereo not given)	3.2	49	i	22.6	-2.5	-23.2	2.5%	-0.2%	10.1%	-5.5%	5.3%	14.5%
O=C(NCc1cccnc1)C(=O)Nc1nc(C23CC4CC(CC(C4)C2)C3)cs1	6.4	55	·	·	·	·	·	-0.5%	-9.2%	6.6%	-10.0%	16.3%
CCN1CCN(S(=O)(=O)c2ccc(OC)cc2)CC1	1.0	65	·	·	·	·	1.1%	-0.5%	-9.7%	-6.5%	31.1%	-5.8%
Cc1c(C(=O)N2CCN(c3ccccc3F)CC2)sc2ncn(CC(=O)N3CCOCC3)c(=O)c12	1.3	51	i	1.0	1.7	-4.5	0.4%	5.6%	-2.4%	-4.0%	17.5%	-3.5%
Cc1ccc2oc(Nc3nc(C)cc(C)n3)nc2c1	0.1	57	i	39.4	12.3	3.1	1.8%	4.0%	1.5%	-7.5%	0.1%	-10.7%
COc1ccc(NC(=O)CN2CC(c3ccccc3)CC2=O)cc1OC (stereo not given)	0.1	44	i	-9.7	7.4	3.6	-0.6%	4.2%	-0.7%	-6.1%	-8.8%	10.3%
Cc1ccc(NC(=O)CSc2nnc(Cn3c(=O)sc4ccccc43)n2C)cc1	5.1	59	i	9.1	10.1	2.5	0.5%	-3.4%	-2.9%	-3.2%	-11.5%	-0.5%
COc1cccc(NS(=O)(=O)c2ccc(NC(C)=O)cc2)c1	1.2	76	i	-1.7	6.0	28.0	0.6%	3.1%	-0.7%	-5.7%	12.3%	-5.5%
Cc1ccc(NS(=O)(=O)c2ccc(C(=O)N3CCCN(C)CC3)cc2)cc1	-0.2	80	i	7.1	0.5	-6.9	-0.1%	0.2%	3.3%	·	·	·
COc1ccc(C(=O)NCCc2c[nH]c3ccc(OC)cc23)cc1	-0.6	94	·	·	·	·	-0.2%	0.0%	-2.0%	-0.5%	12.2%	-6.1%
O=C1C2C3C=CC(C2C(=O)N1c1ccc(O)cc1)C1C2C(=O)N(c4ccc(O)cc4)C(=O)C2C31 (stereo not given)	1.5	59	·	·	·	·	-1.3%	0.3%[50 µM]	7.4%	-9.2%	-6.2%	-9.0%
CC(=O)c1ccc(NC(=O)CSc2nnc(-c3ccco3)c(-c3ccco3)n2)cc1	1.4	45	i	11.7	-16.9	-12.6	0.2%	-1.1%	57.7%	1.0%	10.5%	57.1%
CCOC(=O)C1CCN(C(=O)COC(=O)C2CCN(S(=O)(=O)c3ccc(C)c(C)c3)CC2)CC1	0.0	66	·	·	·	·	1.7%	1.6%[50 µM]	-1.4%	·	·	·
O=C(O)c1cc2c(s1)CCCC2	0.2	41	i	0.8	7.1	12.3	0.4%	5.8%	1.4%	-4.4%	-6.0%	15.2%
CCn1c(NCc2c[nH]c3ccccc23)nc2ccccc21	-2.6	79	i	-0.8	·	·	6.2%	1.0%	-2.3%	·	·	·
O=C(CCCN1C(=O)c2ccccc2C1=O)NCc1ccc(F)cc1	0.0	64	·	·	·	·	-1.1%	0.2%	-0.7%	-14.9%	-6.7%	8.4%	Dengue-2 NS5 capping pilot replicate=2.1
Cc1ccc(SCC(=O)N(C)CC(=O)Nc2cccc(F)c2)c(C)c1	-0.5	45	·	·	·	·	-0.8%	1.4%[50 µM]	-4.3%	·	·	·
O=C(CN1CCC(NC(=O)c2cccc(F)c2)CC1)Nc1ccc(Br)cc1	2.7	57	·	·	·	·	?	-0.5%	·	-7.0%	13.1%	23.6%
Cc1ccccc1NC(=O)Cc1nc(COC(=O)CSc2ccccc2)cs1	0.0	39	·	·	·	·	1.0%	1.4%	-9.8%	-7.1%	16.6%	5.5%
Cc1ccc(C)c(OCc2cc(C(=O)N3CCc4sccc4C3)no2)c1	8.8	52	·	·	·	·	2.4%	0.0%	-0.3%	-4.5%	-1.1%	-2.0%
CCn1c(SCC(=O)N/N=C/C=C/c2ccco2)nc2ccccc21	0.4	95	i	11.1	13.8	18.5	3.4%	-0.7%	2.7%	-3.4%	-8.8%	22.9%
Cc1cc(C)c(OCC(=O)OCC(=O)NCc2cccs2)c(C)c1	0.1	47	·	·	·	·	-0.3%	0.9%[50 µM]	-8.6%	·	·	·
Cc1cc(NCc2ccc(F)cc2)nc2cc(Cl)ccc12	8.9	67	·	·	·	·	5.2%	-0.2%	-0.4%	-7.5%	13.3%	-2.3%
O=C(COc1ccccc1Cl)NCCc1ccc2c(c1)OCCO2	3.4	45	i	27.0	8.9	-5.5	3.1%	14.9%	0.0%	-3.2%	2.2%	5.9%
O=C(NC1(C(F)(F)F)NC(=O)N(C2CCCC2)C1=O)C1CC1 (stereo not given)	-0.3	60	i	-5.8	-10.5	-17.4	-0.5%	0.7%	-4.0%	1.1%	-4.4%	4.1%
COc1ccc(N2CCN(C(c3ccco3)c3sc4nc(C)nn4c3O)CC2)cc1 (stereo not given)	-1.5	101	i	-0.4	-8.2	-7.0	1.9%	0.1%	-11.6%	-5.2%	0.9%	-13.0%
CC1CCN(C(=O)CN(Cc2ccccc2)S(C)(=O)=O)CC1	-0.1	67	·	·	·	·	-0.1%	0.3%	0.0%	-0.6%	-8.5%	38.9%
CCn1c(=O)cc(OCC(=O)Nc2cccc(C)n2)c2ccccc21	-0.3	73	i	0.0	-12.4	-7.8	0.1%	0.0%	-7.3%	-7.5%	-10.3%	7.7%
CCC(C)NC(=O)c1ccccc1NS(=O)(=O)c1ccc(OC)c(OC)c1 (stereo not given)	0.6	51	i	-0.8	23.1	7.3	1.3%	-0.1%	-8.3%	-6.4%	14.2%	8.9%
S=C(NCc1ccco1)Nc1ccccn1	1.5	39	i	23.1	2.7	15.0	-0.8%	0.1%	-11.6%	-3.8%	-13.3%	21.8%
CCCCCCn1cnc2c(c1=O)c1nc3ccccc3nc1n2/N=C/c1ccco1	·	·	i	5.7	8.1	6.7	·	1.9%	3.8%	0.2%	-1.5%	11.3%
O=C(Cc1cccs1)Nc1cc(SCCO)cc([N+](=O)[O-])c1	3.7	50	i	-8.0	16.0	3.0	1.8%	3.2%	-4.4%	-5.1%	-2.6%	2.6%
COc1ccc(S(=O)(=O)NC2CC2)cc1C(=O)N1CCOCC1	0.6	44	i	13.0	-10.2	12.6	-0.2%	0.1%	-7.8%	-3.9%	3.0%	1.5%
CCn1c(SCC(=O)Nc2oc(-c3ccccc3)c(-c3ccccc3)c2C#N)nnc1-c1ccncc1	-0.3	48	i	2.8	0.3	4.5	3.1%	3.4%	2.4%	11.0%	11.6%	4.7%
COc1cccc(NC(=S)N2CCN(c3ccccn3)CC2)c1	0.0	38	i	-12.4	-1.1	-15.1	-0.7%	2.3%[50 µM]	1.9%	-6.3%	0.2%	-19.6%
